Compound activity deposited in PubChem by several laboratories.
PriA SSB inh – inhibitors of Klebsiella pneumoniae PriA binding to SSB C-terminal tail, primary screen, biochemical, AlphaScreen | PriA–SSB C-terminal tail interaction (Klebsiella pneumoniae) | AlphaScreen SSBct-PriA binding, biotinylated peptide | inhibition, % at 33 µM | actives 0.6% (n = 430,000); in the data active means inhibition mostly above about 37%, no sharp cut-off; inactive means mostly below about 20%;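 further: plate controls were negative control peptide for no effect and reference peptide for full effect; strong numbers were not always called active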
CCHF vOTU inh – CCHFV vOTU protease inhibitors, primary screen, biochemical, Pep-AMC substrate, fluorescence; Crimean-Congo hemorrhagic fever virus L polyprotein viral ovarian tumor (vOTU) protease …; inhibition, % at 11.5 µM; actives 0.55% (n = 370,000); AID 651958, 2012; in the data active means inhibition above about 30%; further: 0% = vehicle wells with enzyme and 100% = no enzyme wells
BoNT A protease – BoNT/A light chain protease inhibitors, primary screen, biochemical, flow cytometry, MLPCN library | actives 0.17% (n = 360,000) | multiplex microsphere protease substrate cleavage | Botulinum neurotoxin type A light chain protease (Clostridium botulinum A str. ATCC 3502) | inhibition, % at 10 µM; further: plate controls were buffer without enzyme for full effect and enzyme alone for no effect
TcdB GH inh – TcdB glycohydrolase inhibitors, primary screen, biochemical, single point, plate reader; inhibition, % at 9.99 µM; actives 0.24% (n = 350,000); TcdB glycohydrolase enzymatic assay; Toxin B (Clostridioides difficile), P18177; in the data active means inhibition above about 10%
VHR inh abs – VHR1 phosphatase inhibitors, primary screen, biochemical, absorbance, uHTS; Dual specificity protein phosphatase 3 (Homo sapiens), P51452; recombinant VHR phosphatase, pNPP absorbance; inhibition, % at 13.3 µM; actives 0.52% (n = 290,000); AID 1654, 2009; in the data active means inhibition above about 50%; further: some compounds called inactive have numbers as strong as hits
Target sequence (P51452 whole entry, looked up): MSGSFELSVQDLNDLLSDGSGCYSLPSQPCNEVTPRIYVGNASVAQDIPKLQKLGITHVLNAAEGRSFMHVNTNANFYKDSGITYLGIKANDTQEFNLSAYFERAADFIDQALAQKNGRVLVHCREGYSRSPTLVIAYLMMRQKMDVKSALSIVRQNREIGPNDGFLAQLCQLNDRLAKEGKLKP
Anthrax LF prot – Bacillus anthracis LF protease inhibitors, primary screen, biochemical, multiplex microsphere, MLPCN library | AID 588501, 2011 | multiplex microsphere protease cleavage assay | Lethal factor (Bacillus anthracis), P15917 | inhibition, % at 10 µM | actives 0.12% (n = 360,000); further: plate controls were buffer without enzyme for full effect and enzyme alone for no effect
Target sequence (P15917 whole entry, looked up): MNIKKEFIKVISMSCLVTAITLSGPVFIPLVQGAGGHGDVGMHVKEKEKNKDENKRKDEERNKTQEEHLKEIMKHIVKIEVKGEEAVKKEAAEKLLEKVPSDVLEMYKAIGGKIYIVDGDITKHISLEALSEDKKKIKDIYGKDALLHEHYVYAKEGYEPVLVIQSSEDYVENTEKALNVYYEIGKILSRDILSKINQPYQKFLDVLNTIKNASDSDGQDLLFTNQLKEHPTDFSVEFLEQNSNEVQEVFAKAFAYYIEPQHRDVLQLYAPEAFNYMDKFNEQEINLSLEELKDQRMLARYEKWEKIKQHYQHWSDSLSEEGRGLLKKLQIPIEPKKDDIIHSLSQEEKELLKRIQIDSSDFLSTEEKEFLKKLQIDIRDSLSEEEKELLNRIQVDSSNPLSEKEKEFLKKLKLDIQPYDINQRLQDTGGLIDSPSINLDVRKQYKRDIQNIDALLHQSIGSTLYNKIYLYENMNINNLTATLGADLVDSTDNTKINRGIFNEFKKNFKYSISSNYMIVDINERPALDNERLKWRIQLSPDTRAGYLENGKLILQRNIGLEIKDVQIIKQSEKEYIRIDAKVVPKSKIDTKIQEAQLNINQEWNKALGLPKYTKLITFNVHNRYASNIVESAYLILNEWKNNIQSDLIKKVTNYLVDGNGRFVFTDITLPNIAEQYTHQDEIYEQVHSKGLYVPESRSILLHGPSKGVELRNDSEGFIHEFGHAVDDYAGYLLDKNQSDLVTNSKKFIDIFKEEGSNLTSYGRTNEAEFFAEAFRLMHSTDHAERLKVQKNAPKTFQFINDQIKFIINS
Yp Topo-I inh – Yersinia pestis topoisomerase I inhibitors, primary screen, biochemical, cleavage product accumulation, plate reader, single point | DNA topoisomerase I (Yersinia pestis CO92) | Y. pestis Topo-I cleavage product accumulation | activity, % at 10 µM | actives 0.064% (n = 360,000) | AID 504884, 2011; in the data active means activity above about 50%, passing the limit was not always enough; inconclusive means no clear call, values can overlap the other calls; further: inactives centre near 2
PfHsp40 rescue – rescue of yeast from PfHsp40 toxicity, primary screen, S. cerevisiae, ATP luminescence | S. cerevisiae expressing PfHsp40, growth rescue | growth rescue, % at 12.5 µM | actives 0.68% (n = 340,000); in the data active means growth rescue above about 28%, passing the limit was not always enough; inconclusive means no clear call, values can overlap the other calls;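 further: yeast W303a lacking pdr1 and pdr3 grown in galactose medium; growth measured after three days at 30 °C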
Vc quorum ag – inducers of Vibrio cholerae quorum light production without autoinducers, primary screen, BH1578 luxS cqsA deficient, single point. V. cholerae BH1578 lux reporter, luminescence, 6 h. activation, % at 18.7 µM. actives 0.16% (n = 350,000). AID 588436, 2011; in the data active means activation mostly above about 9.7%, no sharp cut-off; inconclusive means no clear call, values can overlap the other calls; inactive means mostly below about 3.7%; further: not every result past the cut was called active; inactives centre near 0; reference of the scale not given here
3CLpro inhibitor – SARS-CoV 3CLpro protease inhibitors, primary screen, biochemical, quenched FRET. Replicase polyprotein 1ab (Severe acute respiratory syndrome coronavirus), P0C6X7. recombinant SARS-CoV 3CLpro, quenched FRET peptide cleavage. inhibition, % at 6 µM. actives 0.14% (n = 290,000). AID 1706, 2009; in the data active means inhibition above about 12%
* = called active by the depositor; i = inactive; ? = inconclusive; . = not tested or not shown; & = joins results of further samples. Unless noted, no stated cut-off is given here; in the data, active means inhibition above about 30%; inconclusive means no clear call, values can overlap the other calls; inactive means below that. This is a subset, so the mix of outcomes need not match the whole.

SMILES | PriA SSB inh | CCHF vOTU inh | BoNT A protease | TcdB GH inh | VHR inh abs | Anthrax LF prot | Yp Topo-I inh | PfHsp40 rescue | Vc quorum ag | 3CLpro inhibitor
O=C(O)C1CC(C(=O)O)SS1 (stereo unspecified) | -7 | -2 | -0.1 | -1.1 | . | 0 | 2 | 1.4 | -2.0 | .
Nc1nc2ccccc2n1C(=O)CCc1ccccc1 | -9 | 7 | 0.9 | . | -1 | 8 | 7 | -0.1 | -0.3 | -5
Cc1c(C(=O)N2CCOCC2)oc2ccc(S(=O)(=O)N3CCCCCC3)cc12 | -10 | 2 | 0.2 | . | -24 | -7 | 1 | 0.0 | -0.3 | 0
O=C(CNCc1ccc(Cl)cc1)N1CCc2ccccc2C1 | -3 | -9 | -1.4 | 0.6 | 14 | 3 | 11 | -0.3 | -1.6 | -8
Cc1cc(NC(=O)CN2C(=O)NC3(CCCCC3)C2=O)ccc1N1CCCC1 | 7 | -1 | -1.0 | 0.4 | . | -5 | 0 | 1.2 | -1.1 | .
COc1cccc(C(=O)N2CCSC2=S)c1 | 0 | 6 | 0.0 | 0.8 | -1 | -4 | -2 | 11 | . | 4
C(CNC1C2CC3CC(C2)CC1C3)CN1CCOCC1 (stereo unspecified) | -14 | -15 | 0.1 | 0.5 | 11 | 2 | 3 | -1.0 | 0.2 | -7
Cc1ccc(C)c(NC(=S)N2CCC(NC(=O)c3cccc(F)c3)CC2)c1 | 14 | 2 | -1.2 | 0.1 | 12 | 2 | 7 | -0.2 | -0.2 | 10
CC(C)CC(=O)Nc1ccc(S(=O)(=O)Nc2nccs2)cc1 | -8 | -10 | -1.3 | -0.1 | -10 | 5 | 5 | -1.1 | 1.0 | -4
CCC(CO)Nc1ccn2nc(-c3cccs3)cc2n1 (stereo unspecified) | . | -26 | -0.1 | 0.9 | . | -5 | 7 | . | -0.8 | .
Cc1ccc(C)c(CN2CCC(CNC(=O)Nc3ccc(C)c(F)c3)CC2)c1 | -2 | -3 | -3.0 | -0.5 | 10 | 6 | 2 | 0.7 | -5.6 | -2
Cc1ccc(NS(=O)(=O)c2ccc(-c3coc(C)n3)cc2)c(Br)c1 | 3 | 13 | 0.5 | -0.1 | 2 | 0 | 10 | -0.8 | i | -2
COc1ccccc1N(CC(=O)N/N=C(\C)c1cccc(Br)c1)S(C)(=O)=O | . | 4 | 0.4 | . | -2 | -4 | 14 | -0.5 | i | 3
COc1ccc(C(=O)N/C=C/n2cnc3cc(C(F)(F)F)ccc32)cc1 | -1 | -1 | -1.0 | 1.1 | 11 | -1 | -1 | -1.4 | -0.1 | 0
COc1ccc(Nc2nnc(C)c3ccccc23)cc1 | -14 | -3 | -3.0 | 2.0 | -13 | -6 | 4 | 1.0 | 0.3 | -4
O=C(OCC(=O)N1CCCCCC1)c1ccc(Br)c(S(=O)(=O)N2CCOCC2)c1 | -8 | 10 | 0.0 | 1.8 | . | -10 | 19 | 1.5 | i | .
COc1ccccc1N(CC(=O)NC1CCCCC1)C(=O)Cn1nnc(-c2ccc(C)o2)n1 | 13 | -1 | 0.1 | 1.4 | 7 | 0 | 27 | -0.4 | -0.2 | -1
Cc1cc(C)nc(SC(C)C(=O)N/N=C/c2cccs2)n1 (stereo unspecified) | . | 9 | 0.2 | . | 36 | -6 | -2 | 0.2 | i | -2
NS(=O)(=O)c1cccc(NC(=O)c2cccc3c(Br)cccc23)c1 | -8 | 6 | ? | 0.9 | 23 | -4 | 5 | 0.0 | i | 4
COCOc1cc(O)c(C(=O)/C=C/c2ccc(OCOC)c(OCOC)c2)c(OCOC)c1 | -10 | . | -0.9 | . | . | 1 | 6 | . | -0.3 | .

Just Anthrax LF prot, 3CLpro inhibitor and BoNT A protease, for 4 of the compounds above:
| Compound | Anthrax LF prot | 3CLpro inhibitor | BoNT A protease |
| --- | --- | --- | --- |
| Cc1cc(NC(=O)CN2C(=O)NC3(CCCCC3)C2=O)ccc1N1CCCC1 | -5 | . | -1.0 |
| COc1cccc(C(=O)N2CCSC2=S)c1 | -4 | 4 | 0.0 |
| C(CNC1C2CC3CC(C2)CC1C3)CN1CCOCC1 (stereo unspecified) | 2 | -7 | 0.1 |
| Cc1ccc(C)c(NC(=S)N2CCC(NC(=O)c3cccc(F)c3)CC2)c1 | 2 | 10 | -1.2 |

The listing continues:
SMILES | PriA SSB inh | CCHF vOTU inh | BoNT A protease | TcdB GH inh | VHR inh abs | Anthrax LF prot | Yp Topo-I inh | PfHsp40 rescue | Vc quorum ag | 3CLpro inhibitor
CC(C)C[C@@H](C)C(=O)N(Cc1ccccc1)c1ccccc1 | -18 | -2 | 0.2 | -0.2 | . | 4 | 33 | 0.0 | i | .
CC(C)COc1ccc(C(=O)OCCN2CCOCC2)c(O)c1 | -5 | 1 | -0.5 | . | 18 | -2 | -1 | -1.1 | 0.4 | 4
COc1ccc(S(=O)(=O)N2CCCCCC2)cc1C(=O)OCC(=O)NC(N)=O | -9 | 8 | 0.1 | . | 15 | 2 | -13 | 0.1 | -0.6 | 10
O=C(CN1C(=O)COc2ccc(Cl)cc21)Nc1nccs1 | -17 | -4 | . | -0.7 | . | . | 5 | -0.9 | i | .
CC1CN(Cc2nc3c(c(=O)n(C)c(=O)n3C)n2CCc2ccccc2)CC(C)O1 (stereo unspecified) | -18 | 4 | 0.8 | . | . | -3 | -1 | -0.8 | 0.4 | 3
COCCCNC(=O)CCNS(=O)(=O)c1ccc(C)cc1 | -4 | -12 | -0.9 | . | 12 | -1 | -6 | -0.3 | -0.2 | 4
COc1cc(/C=C/C(=O)OCC(=O)Nc2cc(S(=O)(=O)N3CCCC3)ccc2Cl)cc(OC)c1OC | 1 | 10 | 0.2 | 0.0 | . | 2 | 21 | -0.3 | i | .
c1ccc(SCCCCNC2CCCC2)cc1 | -10 | 2 | -0.7 | . | 1 | -2 | -1 | 0.3 | -0.3 | -2
COc1ccc(CN(C)Cc2cc(=O)oc3cc(C)c(C(C)C)cc23)cc1OC | -12 | 19 | -1.7 | -0.1 | 10 | 0 | 23 | 0.3 | -0.3 | 4
Cc1ccc(NC(C)C(=O)N/N=C/c2ccc([N+](=O)[O-])s2)cc1 (stereo unspecified) | . | 2 | -1.1 | -0.3 | 22 | -1 | -11 | -0.5 | 0.4 | 3
CC(C)c1ccc(NC(=O)c2cc([N+](=O)[O-])ccc2N2CCOCC2)cc1 | 11 | 10 | -0.7 | 0.2 | -4 | 3 | 14 | 3.5 | -1.1 | -3
Cn1nc(C(C)(C)C)c(NC(=O)c2cccs2)c1C(C)(C)C | -10 | -12 | -2.0 | 1.5 | 20 | -3 | 3 | -0.7 | i | 2
O=C(CCSc1nc(-c2ccccc2)c(-c2ccccc2)o1)N1CCCCC1 | . | -2 | -0.3 | 0.3 | . | -3 | 37 | . | -3.1 | .
CC1CCN(S(=O)(=O)c2ccc(NC(=O)Cc3cccs3)cc2)CC1 | -10 | 7 | 1.9 | . | 30 | -3 | 0 | -0.6 | i | -2
O=S(=O)(c1ccc(N2CCN(Cc3ccc4c(c3)OCO4)CC2)nc1)N1CCOCC1 | . | -4 | . | 1.0 | 0 | . | . | . | . | 3
O=C(O)c1cccc(Cn2c(Cl)c(/C=N/NC(=O)c3ccc(O)cc3)sc2=O)c1 | i | 31* | -0.3 | -0.8 | 20 | 0 | -6 | -1.6 | -2.3 | -6
CCCCNC(=O)Nc1ccccn1 | -12&-2 | 16 | -0.8 | . | 27 | -3 | -5 | 1.5 | 0.6 | 0
S=C(Nc1ccc2cn[nH]c2c1)Nc1ccccc1Cl | 1 | -8 | 0.1 | . | 5 | -1 | 11 | -1.7 | i | 4
COc1ccc(-c2ccc3c(c2)c(C#Cc2ccsc2)c(-c2cc(OC)cc(OC)c2)n3C)cc1 | 0 | 4 | 1.2 | 1.3 | . | -3 | 4 | -0.7 | i | .
Cc1noc(C)c1C(=O)OC(C(=O)NC1CCCC1)c1ccc(F)cc1 (stereo unspecified) | 6 | . | -5.0 | 0.5 | 7 | -1 | -1 | 0.0 | i | 0
CCCN(CCC)C(=O)Cn1c(=O)n(CCCCC(=O)NCc2ccco2)c(=O)c2ccccc21 | -5 | -6 | 1.0 | . | -21 | -1 | -4 | 0.0 | i | 1
CC1(C)OC2CC3C4CCC5=CC(=O)CCC5(C)C4(F)C(O)CC3(C)C2(C(=O)CO)O1 (stereo unspecified) | -6 | 12 | 0.4 | 1.0 | . | -6 | -3 | 0.7 | . | .
COc1nc(N)nc(N)c1NS(=O)(=O)c1ccc(C)cc1 | -9 | 13 | 5.2 | 0.8 | 6 | -2 | -9 | -0.7 | -15 | 3
Cc1ccccc1NC(=O)c1sc2nc3c(c(-c4ccco4)c2c1N)CCC3 | -13 | 17 | 8.1 | . | 29 | 5 | 6 | 0.3 | -15 | -8
CCOc1ccccc1CNC(=O)C(C)n1nc(C)c2c(C)n(-c3ccccc3)nc2c1=O (stereo unspecified) | -5 | 16 | 0.5 | 1.2 | 10 | -1 | 25 | 0.7 | -0.2 | -4
CC(=O)Nc1cccc(-c2csc(C(NC(C)=O)c3ccc(F)c(F)c3)n2)c1 (stereo unspecified) | . | 4 | -0.4 | 0.7 | . | -2 | -4 | . | 0.4 | .
Cc1ccc2nc(SCC(=O)Nc3cccnc3Cl)[nH]c2c1 | -4 | 3 | 0.2 | 5.1 | . | -4 | -1 | -1.1 | i | .
COc1ccc(-c2noc(C(=O)NCc3ccccc3Cl)n2)cc1OC | -3 | -17 | -0.6 | 1.5 | 1 | -1 | 12 | -0.9 | . | 5
CCOc1ccc(NC(=O)CCC(=O)NNC(=O)Nc2cccc(Cl)c2)cc1 | -15 | -4 | -0.5 | 0.7 | 40 | -5 | 3 | -1.8 | -0.7 | 3
CCN(CCS(=O)(=O)c1ccc(Cl)cc1)Cc1nc2ccccc2c(=O)[nH]1 | 7 | -15 | 0.1 | 0.4 | . | 5 | 0 | -1.0 | i | .
O=C(NC(Cc1c[nH]c2ccccc12)C(=O)Nc1ccc(F)cc1)c1cccs1 (stereo unspecified) | 7 | 5 | -0.3 | . | 13 | -2 | -3 | -1.5 | -0.3 | 5
CCOC(=O)N1CCN(CCC(=O)Nc2ccc(Br)cc2)CC1 | -7 | -5 | 0.9 | . | -28 | -1 | 9 | 0.0 | 0.0 | -5
CCOC(=O)CCCNC(=O)CN1C(=O)NC(CCc2ccccc2)C1=O (stereo unspecified) | -4 | -11 | 0.3 | . | -10 | 2 | -3 | -0.4 | -0.4 | -3
CC(=O)c1cccc(NC(=O)c2sc3nc4n(c(=O)c3c2C)CCCC4)c1 | -1 | 18 | 0.9 | 6.0 | -2 | 3 | -4 | 0.1 | -7.1 | 1
CCc1ccc(C(=O)COC(=O)C(Cc2ccccc2)NC(=O)C2CCC(C)CC2)cc1 (stereo unspecified) | 1 | 13 | 0.1 | . | 15 | 3 | -13 | -1.3 | -3.2 | -3

A few values from the results shown.
Under CCHF vOTU inh, `Cc1c(C(=O)N2CCOCC2)oc2ccc(S(=O)(=O)N3CCCCCC3)cc12` reads 2
Under Vc quorum ag, `CC(C)c1ccc(NC(=O)c2cc([N+](=O)[O-])ccc2N2CCOCC2)cc1` reads -1.1
